Screening results deposited in PubChem by The Scripps Research Institute Molecular Screening Center.
CHRM5 PAM – CHRM5 positive allosteric modulation; activation, % at 3 µM; actives 0.3% (n = 360,000); CHO-K1 hM5, Fluo-8 calcium, ACh EC20 PAM; 0% = ACh EC20, 100% = ACh EC100; P08912;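 active = activation above the run cutoff, the mean activation of all test compounds plus 3 SD, cut at about 18% in these data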
Target sequence (P08912 whole entry, looked up): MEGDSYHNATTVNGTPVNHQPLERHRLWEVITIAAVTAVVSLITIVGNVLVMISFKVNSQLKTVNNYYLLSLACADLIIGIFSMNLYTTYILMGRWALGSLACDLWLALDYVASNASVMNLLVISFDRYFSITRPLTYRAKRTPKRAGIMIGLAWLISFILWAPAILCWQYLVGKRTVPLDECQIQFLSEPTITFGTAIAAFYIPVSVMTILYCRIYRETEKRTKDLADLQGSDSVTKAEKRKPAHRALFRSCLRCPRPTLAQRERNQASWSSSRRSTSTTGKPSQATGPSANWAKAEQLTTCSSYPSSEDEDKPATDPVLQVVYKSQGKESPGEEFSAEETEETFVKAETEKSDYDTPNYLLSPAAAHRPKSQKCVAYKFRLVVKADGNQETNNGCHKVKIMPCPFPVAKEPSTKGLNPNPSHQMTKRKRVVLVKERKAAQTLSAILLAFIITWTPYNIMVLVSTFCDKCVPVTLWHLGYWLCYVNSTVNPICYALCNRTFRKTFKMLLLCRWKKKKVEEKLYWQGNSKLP
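Probe or stimulus: acetylcholine, EC20 level; Assay system: human M5 receptor in CHO-K1 cells; Schedule: compound preincubation 140 s before EC20 acetylcholine addition; Technique: intracellular calcium via Fluo-8 fluorescence; Dosing: single-point, 3 µM nominal; Read-out basis: percent activation from peak-over-basal fluorescence ratio, scaled EC20-to-EC100 acetylcholine; Repeats: one well per compound, no replicates.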
CHRM1 PAM – potentiates human M1 receptor response to acetylcholine; actives 0.088% (n = 360,000); activation, % at 3 µM; CHO-K1 hM1, Fluo-8 calcium fluorescence, ACh EC20; 0% = ACh EC20, 100% = maximal ACh; in the data active = activation above about 19%, passing the limit was not always enough
M4 ag – CHRM4 agonism in calcium assay | P08173 | CHO-K1 hM4/Gqi5, Fluo-8 calcium fluorescence; vehicle 0%, full acetylcholine response 100% | activation, % at 3 µM | actives 0.14% (n = 360,000) | AID 624127;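 active = activation above the run mean over all test wells plus 3 SD, cut at about 32% in these data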;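 also: peak over basal fluorescence ratio per well then scaled between controls; 0% = DMSO wells and 100% = acetylcholine at EC100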
CHRM1 agonist – agonists of human M1 muscarinic receptor | P11229 | CHO-K1 hM1, Fluo-8 calcium fluorescence, agonist mode; 0% DMSO, 100% acetylcholine EC100 | actives 0.33% (n = 360,000) | AID 588814 | activation, % at 3 µM;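 active = activation above the run's mean compound activation plus 3 SD, cut at about 16% in these data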;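 also: peak over basal fluorescence ratio within a 140 s kinetic read after compound addition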
CHRM4 antagonist – blocks acetylcholine activation of human M4 receptor | P08173 | AID 624125 | actives 0.73% (n = 360,000) | inhibition, % at 3 µM | CHO-hM4 cells, ACh EC80, Fluo-8 calcium fluorescence;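 active = inhibition above its plate's cutoff, the mean inhibition of sample wells plus 3 SD, cut at about 27% in these data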;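 also: 0% = acetylcholine EC80 with DMSO and 100% = DMSO without agonist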
CHRM5 agonist – CHRM5 agonism in calcium assay. AID 624037. actives 0.19% (n = 360,000). P08912. CHO-K1 hM5 cells, Fluo-8 calcium fluorescence; 0% DMSO wells, 100% maximal acetylcholine response. activation, % at 3 µM;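 active = activation above the run's mean over test compounds plus 3 SD, cut at about 23% in these data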;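 also: signal is peak over basal fluorescence ratio across the kinetic read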
M1 antag – antagonists of human M1 muscarinic receptor; P11229; CHO-K1 hM1, Fluo-8 calcium fluorescence, ACh EC80 antagonist; inhibition, % at 3 µM; actives 1.3% (n = 360,000);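 active = percent inhibition above its own plate's cutoff, namely the mean of that plate's compound wells plus 3 SD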;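 also: peak over basal fluorescence ratio during 140 s after agonist addition; 0% = ACh EC80 plus DMSO and 100% = DMSO alone without agonist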
TAAR1 ag – agonists of human TAAR1. actives 0.99% (n = 360,000). Q96RJ0. CHO RD-HGA16 TAAR1, Fluo-8 calcium fluorescence; vehicle wells 0%, saturating PEA agonist 100%. AID 624467. activation, % at 3 µM;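 active = activation above the mean activation of all test compounds in the run plus 3 SD, cut at about 38% in these data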
Target sequence (Q96RJ0 whole entry, looked up): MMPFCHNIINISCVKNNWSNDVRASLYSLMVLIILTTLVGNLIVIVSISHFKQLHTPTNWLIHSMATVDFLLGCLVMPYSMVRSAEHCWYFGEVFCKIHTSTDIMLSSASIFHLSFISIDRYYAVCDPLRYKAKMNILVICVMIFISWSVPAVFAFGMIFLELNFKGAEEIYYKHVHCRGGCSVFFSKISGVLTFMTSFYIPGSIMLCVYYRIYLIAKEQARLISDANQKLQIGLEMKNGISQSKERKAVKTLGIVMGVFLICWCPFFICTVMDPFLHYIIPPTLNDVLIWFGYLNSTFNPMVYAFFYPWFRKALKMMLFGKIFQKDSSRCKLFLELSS
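test system = CHO RD-HGA16 cells carrying human TAAR1 plus Gα16 | schedule = 17-24 h seeding, 75 min 37 °C dye, 30 min RT | compound dosing = 3 µM single concentration | control set = DMSO and PEA EC100 | replicates = n 1 | signal = Fluo-8 fluorescence, 5 s baseline then 140 s kinetic read | measure = percent activation vs PEA EC100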
CHRM5 antagonist – antagonists of human muscarinic M5 receptor (CHRM5); P08912; CHO-hM5 cells, Fluo-8 calcium fluorescence, ACh EC80; inhibition, % at 3 µM; actives 0.59% (n = 360,000);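 active = inhibition above a per-plate cutoff, the mean of that plate's test compounds plus 3 SD, cut at about 27% in these data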;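 also: 0% = acetylcholine EC80 with DMSO and 100% = DMSO without agonist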
An asterisk follows results filed as active; nt = no result given. Not all compounds are listed; the hit share may differ from the screen's.

SMILES	CHRM1 PAM	TAAR1 ag	CHRM5 PAM	CHRM5 agonist	CHRM5 antagonist	M4 ag	CHRM1 agonist	CHRM4 antagonist	M1 antag
Cc1nnc(SCC(=O)NNC(=O)c2ccccc2)n1Cc1ccccc1	11	0	5	1	18	1	-3	-1	-9
CC(C)c1ccccc1NC(=O)CSc1n[nH]c(=O)n1C1CC1	6	1	-5	2	5	1	-3	0	-5
Cc1ccc2nc(-c3ccc(Cl)cc3)c(Cc3ccccn3)n2c1	nt	7	4	0	-5	3	nt	1	nt
O=C(Cn1nc(-c2ccccc2)ccc1=O)NCC1COCCO1 (stereo unspecified)	3	3	0	-2	-3	1	-5	-8	-5
Cn1c(CO)cnc1SCc1ccc(Cl)cc1	9	2	-11	-4	10	1	-4	10	-6
COc1ccccc1-c1cn[nH]c1-c1ccc(OCc2ccc([N+](=O)[O-])cc2)cc1O	2	2	2	4	1	0	-1	-1	-3
CCCc1nc2c([nH]1)c(=O)n(C)c(=O)n2C	17	5	4	1	-2	1	-2	3	-17
CCc1ccc(/C=C2\SC(=S)N(CCCC(=O)NC3=NCCS3)C2=O)cc1	18	0	4	3	6	0	5	-2	-11
NS(=O)(=O)c1cccc(NC(=O)CCS(=O)(=O)c2ccc(Cl)cc2)c1	1	3	1	-2	0	0	-5	0	0
O=C(/C=C/c1ccc(F)cc1)NC(Cc1c[nH]c2ccccc12)C(=O)O (stereo unspecified)	8	3	6	-1	-14	0	1	-12	-10
CN(C(=O)Cn1c(=O)oc2ccccc21)C1CCCCC1	2	5	13	1	1	0	-3	-1	4
COc1ccc(-c2noc(-c3ccccc3Cl)n2)cc1OC	4	5	-2	-2	1	0	-6	6	-12
N#Cc1cc(-c2ccccc2)oc1/N=C/c1ccccc1O	0	12	-4	0	1	1	-4	3	-2
Cc1cc(=O)oc2cc(OC(C)C(=O)N3CCCc4ccccc43)ccc12 (stereo unspecified)	1	12	-10	-3	5	3	-5	-4	-15
Cc1ccc(NS(=O)(=O)c2ccc(-c3ccc(=O)[nH]n3)o2)cc1N(C)C	-3	9	1	-1	5	2	-3	4	5

4 entries from above in another layout.
Every second line gives: CHRM1 PAM	TAAR1 ag	CHRM5 PAM	CHRM5 agonist	CHRM5 antagonist	M4 ag	CHRM1 agonist	CHRM4 antagonist	M1 antag
Cc1cc(=O)oc2cc(OC(C)C(=O)N3CCCc4ccccc43)ccc12 (stereo unspecified)
    1	12	-10	-3	5	3	-5	-4	-15
CCc1ccc(/C=C2\SC(=S)N(CCCC(=O)NC3=NCCS3)C2=O)cc1
    18	0	4	3	6	0	5	-2	-11
Cn1c(CO)cnc1SCc1ccc(Cl)cc1
    9	2	-11	-4	10	1	-4	10	-6
CC(C)c1ccccc1NC(=O)CSc1n[nH]c(=O)n1C1CC1
    6	1	-5	2	5	1	-3	0	-5

Following part
SMILES	CHRM1 PAM	TAAR1 ag	CHRM5 PAM	CHRM5 agonist	CHRM5 antagonist	M4 ag	CHRM1 agonist	CHRM4 antagonist	M1 antag
CCOc1ccc(-c2c(C(=O)N/N=C/c3ccoc3)nnn2-c2nonc2N)cc1	4	92*	-3	0	10	3	2	3	6
Cc1ccc2c(C)c(C(=O)Nc3c(C)n(C)n(-c4ccccc4)c3=O)oc2c1	3	-2	9	-4	-2	-1	-6	-1	-8
CCn1c2ccccc2c2cc(NC(=O)CNCc3ccccc3OC)ccc21	17	36	4	0	8	10	-2	3	-9
CC1(C#CC[N+]2(C)CCCCC2)CCC2C(O1)c1ccccc1OC2(C)C (stereo unspecified)	-5	6	-35	76*	88*	84*	103*	79*	82*
COc1ccccc1NC(=O)C1Cc2ccccc2CN1C(=O)c1ccco1 (stereo unspecified)	0	8	0	1	8	3	-4	6	0
Oc1ccccc1C1=Nc2ccccc2N=C(c2ccco2)C1	-7	12	-7	-2	0	-2	-4	12	12
CC(=O)c1cc(F)c(N2CCN(C(=O)Cc3ccccc3)CC2)cc1C	-6	11	-11	7	9	10	2	-9	14
Cc1cc(C(=O)OCC(=O)NC2CC2)c2ccccc2n1	13	13	3	5	1	0	-2	-11	-10
CN1C(=O)/C(=N\OC(=O)c2cccc3ccccc23)c2ccccc21	-7	19	1	2	-8	2	-1	-12	1
CN(C)c1ccc(C2CC(=O)OC3=C2C(=O)CC(C)(C)C3)cc1 (stereo unspecified)	7	11	0	-1	-5	1	-5	-2	0
CCCCc1ccc(S(=O)(=O)NC(=O)C2(C)CCN2C(=O)c2ccccc2)cc1 (stereo unspecified)	11	3	0	-1	4	1	-2	2	-16
COc1ccc(CCNC(=O)C2CCN(S(C)(=O)=O)CC2)cc1OC	6	2	1	1	7	1	-2	-6	-7
CC1(C)N=C(N)N=C(N)N1c1cccc(C#N)c1	-1	1	-2	-4	-2	0	-9	0	1
O=C(/C=C/c1ccccc1)NCC(=O)N/N=C\c1cccnc1	4	6	4	2	-1	2	-3	2	2
CC(C)(C)C1CCC2(CC1)CC(=O)c1ccccc1O2 (stereo unspecified)	-4	5	-2	1	11	1	-4	2	6

SMILES	CHRM1 PAM	TAAR1 ag	CHRM5 PAM	CHRM5 agonist	CHRM5 antagonist	M4 ag	CHRM1 agonist	CHRM4 antagonist	M1 antag
O=C(O)CCc1nn2c3ccccc3n(CC(=O)c3ccccc3)c2nc1=O	6	3	0	3	-2	0	-3	2	-12
Cc1ccc(S(=O)(=O)NC(=O)Nc2ccc(F)c(F)c2)cc1	6	-4	-1	-2	12	0	2	2	-3
O=C(COC(=O)Cc1c(F)cccc1Cl)Nc1nnc(-c2ccccc2)o1	7	4	4	-1	5	0	-2	-5	-7
CC(C(=O)Nc1ccccc1)N(C)CCOc1ccc(Br)cc1 (stereo unspecified)	3	0	-6	-5	6	1	-8	-3	-8
CCc1nc(NCc2ccco2)c2oc3ccccc3c2n1	3	-1	-2	-6	-2	-1	-3	0	-1
COC(=O)c1ccc(Oc2ccc(S(=O)(=O)N3CCCCC3)cc2N)cc1	-11	8	-18	6	7	15	-4	-11	5
N#C/C(=C\c1ccc(O)c(O)c1)C(=O)N1CCCC1	7	-1	-1	2	8	1	-2	0	-4
O=C(OCC(=O)N1N=C(c2ccc(Cl)cc2)CC1c1ccco1)c1ccco1 (stereo unspecified)	7	1	-3	-5	-3	1	-12	-3	-10
CC12CCC(C(=O)N(CC3CO3)C1=O)C2(C)C (stereo unspecified)	9	2	-2	0	8	0	-2	-2	-2
COc1cccc(NC(=O)CN(C2=NC3CS(=O)(=O)CC3S2)c2cccc(C)c2)c1 (stereo unspecified)	2	5	-4	3	5	2	1	3	0
Cc1ccc(-c2c3c(=O)n(C)c(=O)n(C)c3cn2N2CCOCC2)cc1	5	1	-3	1	3	0	-3	0	-10
COc1ccc(-c2noc(CCC(=O)N3CCN(Cc4ccccc4)CC3)n2)cc1	4	4	0	0	0	3	-1	-9	-34
CC1CCCCN1S(=O)(=O)c1ccc([N+](=O)[O-])cc1 (stereo unspecified)	1	5	-10	-24	11	0	-9	29*	-3
COC(=O)[C@]1(Cc2ccccc2)N[C@H](CN(C)C(=O)C2CCCCC2)[C@@H]2C(=O)N(Cc3ccccc3)C(=O)[C@@H]21	3	3	1	-1	-6	0	-5	1	-6
CCOC(=O)C1=C(C)NC(C)=C(C(=O)OCCNC(=O)c2cccnc2)C1c1cccc([N+](=O)[O-])c1 (stereo unspecified)	1	nt	-8	-2	3	6	-7	-12	0

SMILES	CHRM1 PAM	TAAR1 ag	CHRM5 PAM	CHRM5 agonist	CHRM5 antagonist	M4 ag	CHRM1 agonist	CHRM4 antagonist	M1 antag
CCOC(=O)c1snc(C(=O)NC2CCCCC2)c1N	1	25	-5	1	8	0	-4	-6	-4
CCCOc1nc2c(c(=O)n(C)c(=O)n2C)n1C	10	-1	-4	-1	11	0	-4	-2	-13
CCN1/C(=C/c2ccc3cccc(C)c3[n+]2CC)Sc2ccccc21	-7	25	-7	6	27*	10	14	31*	51*
Cc1cc(-c2ccccc2)n(-c2ccc(C(=O)N3CCN(c4ncccn4)CC3)cc2)n1	-7	11	-14	0	5	11	1	32*	3
Cc1cc(NC(=O)CCCn2cnc([N+](=O)[O-])n2)no1	7	2	1	-4	1	1	-3	0	-2
O=C(c1ccc(S(=O)(=O)NCc2ccco2)cc1)N1CCN(Cc2ccc3c(c2)OCO3)CC1	4	3	-1	0	-4	6	-4	-8	-9
Cc1ccc(C(=O)NCCN2CCOCC2)cc1S(=O)(=O)N1CCCCC1	-1	0	-6	-5	12	1	-2	5	6
Clc1ccc(-n2cnc3c(Cl)ncnc32)cc1Cl	-1	2	-6	3	11	1	-2	0	-2
CC1(C(=O)OCC(=O)Nc2ccc(S(=O)(=O)N3CCOCC3)cc2)CC1(Cl)Cl (stereo unspecified)	-3	4	-11	5	11	8	-1	8	0
CCOc1c(N2CC(C)OC(C)C2)c(=O)c1=O (stereo unspecified)	-1	9	0	1	9	0	-2	2	3
O=C(c1cccnc1)N1N=C2CCCCCC2C1(O)C(F)(F)F (stereo unspecified)	0	6	0	-1	-16	1	-3	-6	8
COc1ccc(NC(=O)NCc2ccccn2)cc1OC	1	6	-2	-2	4	0	-4	4	4
CCOC(=O)C1CCN(C(=O)c2cc3ccc(OC)cc3[nH]2)CC1	1	1	-10	1	7	15	-2	-1	2
Cc1ccc(NC(=O)CN2CCCC2c2cccn2C)c(Br)c1 (stereo unspecified)	4	1	-5	-2	0	1	-4	-5	-12
CC(C)c1onc(C(=O)N(C)Cc2ccccc2)c1[N+](=O)[O-]	8	1	0	-1	0	0	-4	4	-7

SMILES	CHRM1 PAM	TAAR1 ag	CHRM5 PAM	CHRM5 agonist	CHRM5 antagonist	M4 ag	CHRM1 agonist	CHRM4 antagonist	M1 antag
O=C(c1ccc(F)cc1)C1CCN(Cc2cn[nH]c2-c2ccccc2)CC1	3	2	1	5	2	1	-4	-4	-5
CCOc1ncccc1C(=O)Nc1ccc(C(=O)Nc2ccc(OC)cc2)cc1	10	35	1	5	3	2	-1	8	-11
Cc1ccc(S(=O)(=O)N2CCOCC2)cc1NC(=O)COC(=O)CNC(=O)c1ccccc1	2	4	-3	0	3	1	-4	17	0
CCCNC(=O)COC(=O)CCC(=O)c1cccs1	5	0	3	-2	-1	1	-5	0	-9
CCOC(=O)C/C(C)=N\Nc1ccc([N+](=O)[O-])cc1[N+](=O)[O-]	-5	4	-12	-1	1	10	-8	-15	3
CC(=O)NC1=NN(C(C)=O)C(c2ccc(F)cc2)S1 (stereo unspecified)	1	1	-5	-1	8	0	-7	7	-2
Cc1cc(NC(=O)CSc2ccc(-c3ccccc3)nn2)no1	9	6	1	1	-4	-4	-6	6	-9
CCOc1ccc(/C=N/NC(=O)c2ccccc2Cl)cc1CN1CC2CC(C1)c1cccc(=O)n1C2 (stereo unspecified)	10	-2	-6	3	9	2	0	-2	-12
CCCCOc1ccc(C(=O)NCC(=O)NCC(=O)OCC)cc1	-1	12	-2	-3	4	0	-1	-18	-8
CN(C)CCN(C(=O)c1ccc2ccccc2c1)c1nc2ccc(Br)cc2s1	12	2	2	-6	-2	2	-4	6	-23
